# Bioassay records from PubChem BioAssay.
# NR3A LBD binder: binders of NR3A ligand-binding domain, primary screen, biophysical, differential scanning fluorimetry, uHTS; Tm shift relative to glycine control, % at 25 µM; Glutamate receptor ionotropic, NMDA 3A (GRIN3A) ligand-binding domain; actives 2.5% (n = 340,000); NR3A LBD differential scanning fluorimetry, Tm shift; 0% = protein alone, 100% = glycine-bound protein; AID 1259313, 2017;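 active = melting temperature shift of at least 10% of the positive control shift, at one fixed dose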
# ATG4B inh: ATG4B protease inhibitors, primary screen, biochemical, fluorescence, uHTS; Cysteine protease ATG4B (Homo sapiens), Q9Y4P1; ATG4B cleavage of LC3-PLA2, NBD-HPC fluorescence, 1 h; inhibition, % at 8.33 µM; actives 0.51% (n = 340,000); in the data active = inhibition above about 40%
# SENP7 block: SENP7 protease inhibitors, primary screen, biochemical, luminescence, uHTS; Sentrin-specific protease 7 (Homo sapiens), Q9BQF6; recombinant SENP7, Z-RLRGG-aminoluciferin luminescence, 40 min; inhibition, % at 5 µM; actives 1.5% (n = 330,000); AID 434973, 2010;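 active = inhibition above about 50% at the single test dose, limit read from the data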;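 note: plate controls were DMSO with enzyme for no effect and no enzyme buffer wells for full effect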
# Target sequence (Q9BQF6 706-1050 limits assumed): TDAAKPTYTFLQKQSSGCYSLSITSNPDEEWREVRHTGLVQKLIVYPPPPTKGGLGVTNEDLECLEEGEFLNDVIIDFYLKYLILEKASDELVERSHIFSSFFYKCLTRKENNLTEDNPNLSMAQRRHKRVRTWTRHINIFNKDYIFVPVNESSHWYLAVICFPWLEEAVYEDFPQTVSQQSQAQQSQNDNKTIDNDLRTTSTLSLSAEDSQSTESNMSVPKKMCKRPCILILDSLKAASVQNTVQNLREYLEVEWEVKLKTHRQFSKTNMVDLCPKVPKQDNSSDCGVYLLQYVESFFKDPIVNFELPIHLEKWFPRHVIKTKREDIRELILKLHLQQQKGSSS
# HKDC1 inh: HKDC1 hexokinase inhibitors, primary screen, biochemical, fluorescence, uHTS; inhibition, % at 20 µM; recombinant HKDC1, G6PDH/diaphorase resazurin coupled fluorescence; actives 0.16% (n = 340,000);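 active = inhibition above about 35% when tested at 20 µM, limit read from the data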;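 note: plate controls were DMSO wells with enzyme for no effect and DMSO wells lacking enzyme for full effect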
#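 System: Recombinant HKDC1 hexokinase | Amount: HKDC1 at 5 µg/mL | Reagent: Glucose with 1 mM ATP | Doses: Single 20 µM dose | Incubation: Reaction time 90 min, room temperature, protected from light | Signal: Coupled resazurin fluorescence, excitation 525 nm, emission 613 nm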
# MPTP block: mitochondrial permeability transition pore inhibitors, primary screen, biochemical, isolated mouse mitochondria, absorbance; Ca2+ swelling absorbance, 30 min; inhibition, % at 10 µM; actives 1.4% (n = 360,000); AID 602449, 2012;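 active = inhibition of 50% or more, scaled per plate between neutral and stimulator controls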;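 note: 0% = DMSO wells given calcium and 100% = 1 mM EGTA wells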
# SENP8 block: human SENP8 protease inhibitors, primary screen, biochemical, fluorescence, Nedd8 protein substrate, uHTS | actives 0.64% (n = 360,000) | inhibition, % at 20 µM | AID 602440, 2012 | recombinant SENP8; in the data active = inhibition mostly above about 40%, no sharp cut-off; inactive = mostly below about 27%
# Target sequence (Q96LD8 whole entry, looked up): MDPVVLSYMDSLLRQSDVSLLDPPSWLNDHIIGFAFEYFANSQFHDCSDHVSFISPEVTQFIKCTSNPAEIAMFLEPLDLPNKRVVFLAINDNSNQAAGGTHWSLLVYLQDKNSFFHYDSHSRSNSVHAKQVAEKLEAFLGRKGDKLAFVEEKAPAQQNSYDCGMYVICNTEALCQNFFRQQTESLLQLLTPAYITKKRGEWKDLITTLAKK
# PfG6PD inh: PfG6PD enzyme inhibitors, primary screen, biochemical, fluorescence intensity, uHTS; glucose-6-phosphate dehydrogenase-6-phosphogluconolactonase (Plasmodium falciparum 3D7); inhibition, % at 20 µM; PfGluPho enzyme, NADPH resazurin-diaphorase fluorescence; actives 0.78% (n = 350,000);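 active = inhibition reaching at least a set limit at 20 µM in the primary screen, cut at about 59% in these data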;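 note: 0% = DMSO wells with substrate and 100% = DMSO wells lacking glucose-6-phosphate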
# SENP6 block: SENP6 protease inhibitors, primary screen, biochemical, luminescence, uHTS; Recombinant SENP6 catalytic domain, aminoluciferin luminescence; inhibition, % at 10 µM; actives 1.8% (n = 330,000);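 active = inhibition above about 50% at the single tested dose, limit read from the data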;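 note: plate controls were DMSO wells with enzyme for no effect and DMSO wells lacking enzyme for full effect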
# Target sequence (Q9GZR1 628-1112 limits assumed): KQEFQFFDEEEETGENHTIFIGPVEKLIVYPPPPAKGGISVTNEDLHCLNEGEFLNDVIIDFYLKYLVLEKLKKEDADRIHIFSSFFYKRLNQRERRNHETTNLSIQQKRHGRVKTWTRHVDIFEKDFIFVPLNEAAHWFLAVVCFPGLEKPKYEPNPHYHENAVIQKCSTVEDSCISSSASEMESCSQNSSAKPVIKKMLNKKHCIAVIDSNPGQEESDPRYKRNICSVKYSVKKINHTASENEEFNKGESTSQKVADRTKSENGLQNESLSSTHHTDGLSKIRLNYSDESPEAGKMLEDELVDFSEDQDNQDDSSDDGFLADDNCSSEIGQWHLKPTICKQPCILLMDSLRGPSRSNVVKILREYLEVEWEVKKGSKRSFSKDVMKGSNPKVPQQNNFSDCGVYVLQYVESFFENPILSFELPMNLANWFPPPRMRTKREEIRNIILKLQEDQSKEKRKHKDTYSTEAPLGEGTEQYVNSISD
# Numbers without * were called inactive; nt = not tested or not shown; & = joins results of further samples.
SMILES,NR3A LBD binder,ATG4B inh,SENP7 block,HKDC1 inh,MPTP block,SENP8 block,PfG6PD inh,SENP6 block
COc1ccc(OC)c(NC(=O)c2cccc(N3C(=O)C4C5C=CC(C6CC56)C4C3=O)c2)c1 (configuration not stated),2,3,1,5,2.3,0,3,1
CC1(C)CC(=O)N(c2cc(Cl)cc(Cl)c2)C(=O)C1,-7,7,2,-2,-1.5,13,5,-3
COC(=O)c1ccccc1NC(=O)c1cccnc1,0,3,-2,1,3.4,10,-12,18
COc1ccc(CN/C=C2\CCCCC2=O)cc1,-2,10,3,-8,-0.7,-1,0,-14
O=C(CO/N=C/c1ccc(OC(F)F)cc1)NCc1cccs1,-3,-1,-4,-5,1.0,14,-1,-19
COc1cc(OC)cc(OC(=O)C2CCN(C(=O)c3ccc(Cl)cc3)CC2)c1,0,-4,-2,5,-1.6,9,-23,-9
CC(C)CN1CCN(CC#Cc2ccccc2)CC1CCO (configuration not stated),1,12,1,-4,-3.1,6,5,-3
Cc1ccc(S(=O)(=O)NCC(=O)OCC(=O)NC(=O)NC2CCCC2)cc1,-2,-6,3,-11,0.4,7,0,5
Cc1ccc(CNC(=O)NC2CCCCC2)cc1,-1,-8,4,-2,-1.6,7,-2,-1
CCCCCc1ccc(-c2cn(CCCOCc3ccccc3)nn2)cc1,-9,28,11,2,0.4,5,11,-24
C/C(=N\OCc1cccc(C(=O)O)c1)c1ccc(Cl)cc1,-2,-1,101*,-5,11,21,-24,97*
CC(C)[C@@H]1CC[C@@H](C)C[C@H]1OC(=O)C[n+]1cc(-c2ccc(Cl)cc2)n2c1CCCCC2,-1,17,-2,-3,64*,24,-8,-16
COc1ccccc1N(CC(=O)Nc1ccc2c(c1)OCCO2)S(C)(=O)=O,0,-1,-8,-4,-0.6,16,-11,-1
O=C(CN1C(=O)CCSc2ccccc21)Nc1ccccc1,-2,4,1,-10,-0.6,0,-6,-9
O=c1[nH]c(Cc2ccc(F)cc2)nc2scc(-c3ccc(F)cc3)c12,-12,3,1,-4,6.8,6,40,3
CC1(c2ccc3c(c2)OCCO3)NC(=O)N(CC(=O)Nc2ccccc2F)C1=O (configuration not stated),1,1,10,-4,-0.2,8,-3,-1
CCCCn1c(=S)[nH]c2ccccc2c1=O,-1,-3,-5,-8,-0.4,17,13,-12
COc1ccccc1Nc1nc(-c2cccs2)cs1,-11,-11,-5,-6,2.1,0,24,9
CCCCc1ccc(NC(=O)N[C@H](C(=O)O)C(C)C)cc1,2,-8,5,-4,-2.3,14,-1,-24
Cc1nnc2ccc(-c3cccc(NS(=O)(=O)c4cc(F)ccc4F)c3)nn12,0,2,-1,-2,-0.9,-69,-8,-7
COc1cc(-c2nc3cnccn3c2Nc2ccc3c(c2)OCCO3)ccc1O,1,-16,-5,8,-1.0,-258,1,13
CC(=O)N1CCN(Cc2nc(C(c3ccccc3)c3ccccc3)no2)CC1,-1,22,-2,9,-0.9,2,-2,-21
CC[C@]12c3[nH]c4ccc(Cl)cc4c3CCN1C(=O)[C@@H](CC(=O)NCCCOC)C[C@@H]2C(=O)N1CCN(C(=O)c2ccco2)CC1,0,-5,4,-2,-1.8,10,11,nt
COCCNC(=O)CCn1nc(-c2ccc(C)cc2)ccc1=O,0,-1,3,2,-0.9,-17,5,-10
CC(NC(=O)CSc1ccc(S(=O)(=O)N2CCOCC2)cn1)c1ccc(Cl)cc1Cl (configuration not stated),-1,-7,nt,-6,-2.5,1,-2,nt
CCC(C)(C(=O)NC1CCCCC1)N(CC1CCCO1)C(=O)c1ccccn1 (configuration not stated),1,-9,13,-7,0.9,16,-4,0
CN1CCc2c(c3ccccc3n2Cc2ccccc2)C1,0&-1,-4&-4,11,2&-3,44&18,11&11,8&5,-15
O=C(Cn1nc(-c2ccccc2)ccc1=O)NCCN1CCN(c2cccc(Cl)c2)CC1,1,-8,-8,-3,2.3,8,4,1
Cc1cccn2c(=O)c(C=O)c(N3CCC4(CC3)OCCO4)nc12,6,2,6,-7,2.8,7,18,-20
Cn1cnc2c(=O)sc3ccccc3c21,-1,-5,4,3,0.7,-2,20,-19
O=C(N1CCOCC1)C12CCC3CC(CC(C3)C1)C2,-1,-8,1,0,0.7,12,-5,-6
N#Cc1cnc(N)c(Br)c1,5,6,4,3,3.4,5,-10,3
Cc1ccc(Cn2ccc(NC(=O)c3cc4nc(-c5ccco5)cc(C(F)(F)F)n4n3)n2)cc1,4,-4,-2,-4,1.7,-280,6,-15
CCOc1ccc(/C=N/NC(=O)C(C)N(c2ccc(OC)cc2)S(C)(=O)=O)cc1 (configuration not stated),-3,-8,-5,-6,0.8,6,6,-25
COc1ccc(NC(=O)[C@@H]2[C@@H]3C(=O)N(C4CCCCC4)C(=O)[C@@H]3C3c4ccccc4C=CN32)cc1 (some centres not stated),-10,-10,6,5,-4.0,64*,-9,9
C#CCn1c(-c2ccccc2)ccc(C#N)c1=O,4,1,-3,1,-0.4,-5,7,-9
CCN(C(=O)COC(=O)[C@H](C)N=C1NS(=O)(=O)c2ccccc21)C1CCS(=O)(=O)C1 (some centres not stated),0,6,9,-8,0.9,10,-2,-7
COC(=O)CNC(=O)c1cn(-c2ccc(C)c(C)c2)c(=O)c2ccccc12,2,0,7,-9,-0.7,-11,18,0
CCN1C(=O)/C(=C/C=C2/Sc3ccc4ccccc4c3N2CCO)SC1=S,-12,4,10,12,12,18,46,-1
Cc1ccc(C(=O)Oc2oc(-c3ccccc3)nc2C=Nc2ccc(N(C)C)cc2)cc1,-3,-6,-15,6,1.4,3,1,-19
O=C(c1ccco1)N1CCCN(Cc2nc(Cc3ccccc3)no2)CC1,0,30,5,-7,-1.8,20,6,-5
O=C(Cn1nnc(-c2cccc(C(F)(F)F)c2)n1)NC1CCCC1,4,2,-11,-5,0.4,15,-7,-7
Cc1oc(-c2cccs2)nc1CN1CCN(CCC(C)C)C(CCO)C1 (configuration not stated),-1,-4,0,-7,1.0,-194,11,1
O=C(CSc1nncn1-c1cccnc1)Nc1ccccc1[N+](=O)[O-],1,1,-4,0,0.8,13,-18,9
O=C(c1cc(-c2ccc(F)cc2)nc2ccccc12)N1CCC1,-1,0,1,10,-2.8,-129,-14,-8
COc1ccc(-c2cn(-c3ccc(SC(F)F)cc3)c3[n+]2CCC3)cc1OC,1,0,18,-9,1.6,15,-9,11
Cc1c2cnn(CC(=O)NCc3ccccn3)c(=O)c2c(C)n1Cc1ccc(Cl)cc1,-1,-3,-3,-4,-0.9,-16,-5,-8
O=C(O)C1C2C=CC3(CN(C4CCCC4)C(=O)C13)O2 (configuration not stated),1,7,-15,-4,-3.6,9,-13,-18
O=C(Cc1ccccc1)Nn1c(O)c(/C=C2\C=Nc3ccccc32)sc1=S,26*,10,nt,12,9.2,37,2,nt
O=C(Nc1cccc(F)c1)C1CCN(C(=O)c2ccccc2Cl)CC1,2,-4,3,-2,0.9,27,10,-10

# Arranged by SMILES length (highest first): 4 of the compounds above.
SMILES,NR3A LBD binder,ATG4B inh,SENP7 block,HKDC1 inh,MPTP block,SENP8 block,PfG6PD inh,SENP6 block
CCN(C(=O)COC(=O)[C@H](C)N=C1NS(=O)(=O)c2ccccc21)C1CCS(=O)(=O)C1 (some centres not stated),0,6,9,-8,0.9,10,-2,-7
Cc1ccc(Cn2ccc(NC(=O)c3cc4nc(-c5ccco5)cc(C(F)(F)F)n4n3)n2)cc1,4,-4,-2,-4,1.7,-280,6,-15
COc1ccc(-c2cn(-c3ccc(SC(F)F)cc3)c3[n+]2CCC3)cc1OC,1,0,18,-9,1.6,15,-9,11
O=C(Cn1nnc(-c2cccc(C(F)(F)F)c2)n1)NC1CCCC1,4,2,-11,-5,0.4,15,-7,-7

# (next part)
SMILES,NR3A LBD binder,ATG4B inh,SENP7 block,HKDC1 inh,MPTP block,SENP8 block,PfG6PD inh,SENP6 block
CCN(CC)CCN(C(=O)c1ccc2ccccc2c1)c1nc2ccc(F)cc2s1,-2,9,2,2,-0.5,14,2,-8
Cc1ccc(O)c(-c2[nH]ncc2C(=O)c2ccc(Br)cc2)c1,0,-9,2,-2,0.8,23,4,-31
O=C(C[C@@H]1C/C=C\C[C@H](Cc2ccc(F)cc2)C(=O)OCCNC1=O)NCCO,0,1,-8,-3,-0.5,11,10,-19
CCc1cc2cc(OC)ccc2nc1SCC(=O)NNC(=O)c1ccco1,-1,-2,-8,-13,1.7,-3,23,-1
N#Cc1nc(-c2ccccc2F)oc1NCCN1CCOCC1,-2,4,-3,-6,-0.8,-449,15,-11
COc1ccc(NC(=O)N2CCN(c3cccc(C(F)(F)F)c3)CC2)cc1,-1,8,-11,3,9.6,24,-4,-18
C/C(CC(=O)Nc1cccc(Cl)c1C)=N\NC(=O)C(=O)NCC(C)C,-4,-7,-1,-4,-0.6,12,-24,-19
Cc1ccc(Nc2nc3ccccc3s2)c(C)c1,-7,8,79*,0,0.7,17,39,7
c1ccc(CCc2ccccc2-c2nc(-c3ccccn3)no2)cc1,1,25,4,0,13,7,-11,-1
CC(=O)Nc1ccc(S(=O)(=O)NCc2ccc(C(=O)NCc3ccc(Cl)cc3)cc2)cc1,-2,0,0,-19,1.0,4,-15,2
O=C(c1cccs1)N(Cc1cccc(Cl)c1)C1CCS(=O)(=O)C1 (configuration not stated),1,-12,-12,-8,0.6,13,-10,-3
O=C(CNC(=O)c1cccs1)OCc1ccc(Br)cc1,3,-8,-9,1,-1.2,9,8,-10
CC1CCCC(NC(=O)C2c3ccccc3C(=O)N2Cc2cccs2)C1C (configuration not stated),-2,-4,4,-5,0.1,20,-8,11
COc1ccc(C)cc1S(=O)(=O)N1CCN(C(=O)c2ncoc2-c2ccc(C)cc2)CC1,-1,-6,0,4,1.6,1,6,-5
CCOC(=O)C1CCN(C(=O)c2cc(-c3ccncc3)nc3ccccc23)CC1,0,3,-6,0,0.6,12,-3,-12
Cc1cc(C)n(-c2ccc(C(=O)Nc3ccccc3N3CCOCC3)cc2)n1,1,19,7,-8,-0.5,4,-5,-13
C[C@H](NC(=O)c1ccco1)C(=O)Nc1cccc([N+](=O)[O-])c1,-1,4,2,1,-1.5,5,7,-7
Cc1[nH]c2ccccc2c1CC(=O)O,8,1,0,-4,-0.9,-14,6,-11
O=C(O)CCCNS(=O)(=O)c1ccc(NCc2ccccc2)c(C(=O)O)c1,1,5,0,-5,2.4,-198,-8,-28
COCCNC(=O)CSc1ncnc2sc(-c3ccccc3)cc12,0,-2,1,-1,0.4,-37,-3,-5
COc1cc(O)c(C(CCN2CCCC2)c2cc(OC)c(OC)c(OC)c2)c(OC)c1 (configuration not stated),-2,-16,0,-4,-2.4,22,10,-6
CCOC(=O)c1c(-c2ccccc2)oc2ccc(OCC)cc12,0,0,4,-3,1.7,-388,-1,3
CC(C)(C)NC(=O)C(c1cccs1)N(CC1CCCO1)C(=O)c1ccc(-c2ccccc2)[nH]1 (configuration not stated),0,-10,1,-12,2.7,-1,3,5
O=C(CCCN1C(=O)/C(=C\c2ccccc2)SC1=S)Nc1ccccc1O,-11,0,8,-4,11,26,-5,9
Cc1ccc(S(=O)(=O)N(Cc2ccc(F)cc2)Cc2ccco2)cc1,12*,30,-7,1,-1.8,20,43,-4
